Screening data (PubChem)
TLR4-MyD88 BLA: TLR4-MyD88 interaction inhibition in cells; 200,000 tested, 0.18% active; AID 861; HeLa CL3-4 TLR4/MyD88 BLA complementation, FRET ratio; inhibition, % at 8.4 µM; in the data active means inhibition above about 25%;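 further: 0% = vehicle and 100% = reference inhibitor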
Target sequence (O00206 whole entry, looked up): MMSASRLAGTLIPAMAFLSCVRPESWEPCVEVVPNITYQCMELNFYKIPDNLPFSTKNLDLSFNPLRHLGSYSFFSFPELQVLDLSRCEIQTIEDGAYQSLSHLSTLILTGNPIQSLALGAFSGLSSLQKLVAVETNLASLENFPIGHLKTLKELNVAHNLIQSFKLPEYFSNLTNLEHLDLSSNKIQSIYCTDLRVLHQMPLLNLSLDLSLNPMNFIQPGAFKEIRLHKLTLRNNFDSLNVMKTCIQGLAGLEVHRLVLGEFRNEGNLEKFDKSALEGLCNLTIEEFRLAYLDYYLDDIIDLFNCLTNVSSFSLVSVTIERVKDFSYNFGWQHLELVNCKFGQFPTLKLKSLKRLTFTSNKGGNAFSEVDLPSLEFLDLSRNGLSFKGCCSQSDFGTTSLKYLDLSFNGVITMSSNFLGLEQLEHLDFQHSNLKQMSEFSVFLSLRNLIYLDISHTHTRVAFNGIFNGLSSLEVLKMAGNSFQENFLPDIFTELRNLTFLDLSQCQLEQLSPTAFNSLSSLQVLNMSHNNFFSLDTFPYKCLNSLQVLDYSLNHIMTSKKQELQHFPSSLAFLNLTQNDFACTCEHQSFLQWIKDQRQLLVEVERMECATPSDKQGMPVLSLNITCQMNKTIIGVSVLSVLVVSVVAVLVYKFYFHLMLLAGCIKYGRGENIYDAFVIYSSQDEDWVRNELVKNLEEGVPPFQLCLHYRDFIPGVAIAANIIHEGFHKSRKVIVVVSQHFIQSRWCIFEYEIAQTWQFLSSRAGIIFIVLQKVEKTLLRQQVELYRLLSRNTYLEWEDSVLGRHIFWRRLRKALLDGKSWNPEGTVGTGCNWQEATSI
Target sequence (Q99836 whole entry, looked up): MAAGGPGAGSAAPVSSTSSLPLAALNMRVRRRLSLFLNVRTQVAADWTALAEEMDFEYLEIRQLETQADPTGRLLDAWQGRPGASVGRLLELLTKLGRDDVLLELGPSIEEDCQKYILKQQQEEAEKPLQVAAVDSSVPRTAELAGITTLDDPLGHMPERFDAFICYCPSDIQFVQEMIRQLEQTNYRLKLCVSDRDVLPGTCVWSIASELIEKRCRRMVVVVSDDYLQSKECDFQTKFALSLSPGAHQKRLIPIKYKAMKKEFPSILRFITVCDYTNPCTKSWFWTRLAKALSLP
STAT3 blocker: inhibitors of IL-6 induced STAT3 signaling; U3A cells, IL-6 STAT3-luciferase reporter, luminescence; host cell line lacks STAT1; inhibition, % at 5.5 µM; 190,000 tested, 0.89% active;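 active means inhibition above the mean inhibition across all screened compounds plus 3 SD, cut at about 44% in these data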;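 further: 0% = DMSO only wells and 100% = 100 µM nifuroxazide control wells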
DTT redox prof: compounds producing H2O2 with reducing agent – biochemical, NIH compound library profiling, artefact control for MLSCN library redox annotation, primary screen; DTT-dependent redox cycling H2O2, phenol red/HRP absorbance; 100% = 100 µM peroxide control, 0% = buffer; activation, % at 10 µM; 200,000 tested, 0.03% active;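 active means activation of at least 50% relative to the plate's high and low controls in the primary single-dose screen; inactive means activation below 50%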;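 further: compound incubated with DTT at 0.8 mM final as the reducing agent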
Efa HMGR inh: E. faecalis class II HMG-CoA reductase inhibition | purified E. faecalis HMGR, NADPH absorbance 340 nm kinetic | inhibition, % at 10 µM | 190,000 tested, 0.41% active;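 active means inhibition above a set limit, the median over all tested compounds plus 3 SD, cut at about 9.5% in these data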;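 further: enzyme runs in reverse so mevalonate oxidation gives rising NADPH absorbance; 0% = complete reaction with DMSO and 100% = background rate lacking mevalonate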
STAT1 inh: reduces IFN-gamma driven STAT1 reporter signal; inhibition, % at 5.5 µM; 200,000 tested, 0.35% active; NIH 3T3 STAT1-luciferase reporter, luminescence;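 active means inhibition above a set limit, the mean inhibition across all tested compounds plus 3 SD, cut at about 34% in these data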;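 further: 0% = IFN-gamma with DMSO and 100% = IFN-gamma with 300 µM nifuroxazide; values of inactives mirror those of a sister screen read the other way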
Hsp70 act: transcriptional activators of Hsp70; HeLa Hsp70 promoter luciferase reporter, luminescence; scaled: vehicle 0, proteasome-inhibitor control 100%; activation, % at 10 µM; AID 1203; 200,000 tested, 0.04% active;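 active means activation above the mean across all tested compounds plus 3 SD, cutoff set per campaign, cut at about 5.5% in these data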;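 further: 100% = MG132 at 30 µM as the positive control and 0% = DMSO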
STAT3 act: STAT3 signaling activation. U3A cells, IL-6 STAT3-luciferase reporter, luminescence; 100% = signal with IL-6 EC80 alone. activation (% of control), % at 5.6 µM. 190,000 tested, 0.91% active;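 active means activation above the screen-wide mean of compound activation plus 3 SD, cut at about 130% in these data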;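 further: 0% = background luminescence of wells with medium and substrate only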
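Material: STAT3-luciferase reporter U3A cells. Controls: IL-6-treated wells, 100% activation. Read-out: % activation versus median of IL-6-stimulated wells. Probe or stimulus: IL-6 stimulus at 33 ng/mL final. Timing: compound 1 h, then IL-6 6 h at 37 °C. Signal: reporter luminescence signal.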
NF-kB expr up: compounds increasing NF-kB expression in human neuronal cells. NF-kB reporter expression; hits give high values. fold change at 12.5 µM. 190,000 tested, 1.6% active; in the data active means fold change above about 3.3
APP 5'UTR act: APP 5'UTR luciferase reporter activation | AID 1276 | 190,000 tested, 1% active | activation, % at 2 µM | SH-SY5Y APP 5'UTR luciferase reporter, luminescence; zero percent = DMSO vehicle wells;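 active means activation above a set limit, based on mean plus 3 SD of controls, cut at about 140% in these data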; further: values of inactives mirror those of a sister screen read the other way
STAT1 activator: STAT1 signaling activation; 200,000 tested, 2.6% active; activation (% of control), % at 5.5 µM; NIH 3T3 STAT1-luciferase reporter, IFN-gamma, luminescence; 100% = IFN-gamma alone, no compound;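 active means activation above the screen-wide mean activation plus 3 SD, cut at about 130% in these data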;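 further: raw ratio to IFN-gamma control signal so 100% means no change and 0% no light; values of inactives mirror those of a sister screen read the other way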
An asterisk follows results filed as active; nt = no result given.

Value order: TLR4-MyD88 BLA	STAT3 blocker	DTT redox prof	Efa HMGR inh	STAT1 inh	Hsp70 act	STAT3 act	NF-kB expr up	APP 5'UTR act	STAT1 activator
1. CC12CCC(C(=O)NCc3ccccc3)(OC1=O)C2(C)C (configuration not stated)
 : -7	2	0.5	-5	-5	-0.2	101	1.1	8	105
2. c1ccc(NC2=Nc3ccccc3CC2)cc1
 : 3	3	0.1	-6	-19	0.0	102	2.5	11	118
3. COc1cc(O)ccc1/C=N/NC(=O)c1ccc([N+](=O)[O-])cc1
 : -2	9	-2.4	-2	-5	-0.1	98	1.1	12	103
4. FC(F)(F)c1ccc(Oc2ccc3ccccc3c2Br)nc1
 : -7	-16	0.3	-3	9	-0.1	109	1.2	-5	92
5. O=c1[nH]c(=O)c2nc(-c3ccc(Cl)cc3)cnc2[nH]1
 : 6	13	-0.5	2	-13	0.2	93	1.2	5	110
6. CC1CCCN(CC(=O)Nc2ccc(S(=O)(=O)N3CCCCC3)cc2)C1 (configuration not stated)
 : -4	2	0.8	1	7	-0.4	99	0.85	7	94
7. COc1ccc(NC(=S)Nc2ccc(C)c(S(=O)(=O)N3CCCCC3)c2)cc1
 : 0	-6	0.7	-3	1	-0.3	103	0.79	-6	99
8. COc1cccc(/C=N/NC(=O)CN(CCc2ccccc2)S(=O)(=O)c2ccc(NC(C)=O)cc2)c1
 : -5	4	-0.5	-7	2	-0.3	96	0.52	-2	98
9. CCN(CC)S(=O)(=O)c1cc(NC(=O)CN2CCN(c3ccccn3)CC2)ccc1C
 : -19	5	-0.9	-2	-7	-0.3	100	1	11	105
10. Fc1ccc(OCc2nn3c(Cn4nnc5ccccc54)nnc3s2)cc1
 : -10	6	1.1	0	-1	0.5	100	0.94	22	100
11. CC(=O)N1N=C(c2ccc(Cl)cc2)OC1(C)C
 : -15	14	0.0	-9	11	-0.4	87	1	3	90
12. Cc1ccc(-c2nc(C=Nc3cccc(C)c3)c(O)o2)cc1
 : 4	-2	-0.8	0	-9	-0.1	107	1.6	9	108
13. CS(=O)(=O)N1CCC(C(=O)NCC2CCCO2)CC1 (configuration not stated)
 : 0	9	2.3	2	5	-0.2	95	1.2	14	96
14. CC1(C)CC(=O)C2=C(C1)N(CCN1CCOCC1)C1=C(C(=O)CC(C)(C)C1)C2c1cccc(F)c1
 : -5	6	-1.3	2	3	-0.1	98	0.52	8	97
15. Cc1cc2cc3c(cc2nc1SCC(=O)N1c2ccccc2CC1C)OCO3 (configuration not stated)
 : 0	4	1.0	0	7	-0.3	98	0.82	3	94
16. CCC(C)(C)C1CCC2(CC1)NC(=O)N(CC(=O)Nc1nc(-c3ccc(C)cc3)cs1)C2=O (configuration not stated)
 : -2	10	0.8	-6	2	-0.2	90	0.99	nt	98
17. CC1=C(C(=O)OC(C)C)C(c2c(O)ccc3ccccc23)NC(=O)N1 (configuration not stated)
 : -7	3	-2.0	2	2	-0.4	105	0.86	-7	98
18. O=C1C2CC=CCC2C(=O)N1Nc1ccccc1 (configuration not stated)
 : -10	-1	-1.5	-1	1	-0.4	103	1	-8	98
19. Cc1noc(C)c1COC(=O)c1ccc2c(c1)OCCO2
 : 1	15	3.7	-5	-3	-0.1	91	1.2	4	103
20. COc1ccc(NC(=O)CC2C(=O)N(C)C(=S)N2Cc2ccncc2)cc1 (configuration not stated)
 : -1	9	-0.5	-3	-2	-0.3	97	1	-7	99
21. CC(=O)Nc1ccc(NC2=CC(=O)CC(C)(C)C2)cc1
 : -1	-2	0.9	-1	-1	-0.3	104	0.88	16	101
22. CC(CCc1ccccc1)NC(=O)c1nnc(Cc2ccc(Cl)cc2)o1 (configuration not stated)
 : 6	9	-0.2	-5	1	-0.2	97	0.82	-13	99
23. C/C(=N/NC(=S)Nc1cccc(C)c1)c1cccc([N+](=O)[O-])c1
 : -4	9	-0.3	0	-8	0.0	98	1.6	22	107
24. C=CCn1c(-c2ccc(Cl)cc2)cnc1SC(C)C(=O)NC(N)=O (configuration not stated)
 : 2	19	-0.1	3	-8	-0.4	85	1.2	1	106
25. O=c1n(S(=O)(=O)c2cccc3cccnc23)c2ccccc2n1S(=O)(=O)c1cccc2cccnc12
 : -3	-2	0.2	-1	0	-0.3	102	1.1	nt	100
26. CC(C)(C)C(=O)CSc1ncccn1
 : 6	10	-1.8	-3	6	0.2	95	1.3	-6	94
27. COc1cc(CC(=O)NCc2ccccn2)cc(OC)c1OC
 : -3	8	0.2	-1	-5	-0.1	97	1	7	104
28. O=C(CNC1CCCCCC1)Nc1ccc(N2CCCC2)cc1
 : 3	-1	-9.2	-3	-1	-0.1	108	0.84	5	101
29. CCOC(=O)C1=C(N)OC2=C(C(=O)CCC2)C1c1ccccc1OC (configuration not stated)
 : 1	22	-0.8	-1	8	0.0	86	0.97	19	92
30. O=C(c1ccc(Br)cc1)c1cc([N+](=O)[O-])ccc1N1CCOCC1
 : 8	-18	-0.2	-3	-6	-0.2	118	2.1	-88	104
31. O=C(O)CCn1c(-c2ccccc2)cc2c1CCCC2=O
 : -3	10	0.2	0	1	-0.2	99	1	-1	99
32. CCC(=O)Nc1nonc1-c1nc2ccccc2n1Cc1cccc2ccccc12
 : 1	-10	0.9	-7	0	0.0	111	nt	-89	99
33. CC(=O)OC(COc1ccccc1)Cn1cnc2ccccc21 (configuration not stated)
 : 14	-5	0.4	-1	-6	-0.3	106	1	14	104
34. Cc1cc(C)cc(NC(=S)NCCSc2ccc(Cl)cc2)c1
 : 12	7	1.0	-4	-2	-0.3	96	1.3	12	101
35. COc1ccc(-c2nnc(CSc3nc4ccccc4c(=O)n3CC(C)C)o2)cc1OC
 : -15	-5	-3.1	-1	1	0.1	108	0.81	9	99
36. Cc1ccc(NC(=O)C2(N3CCC3=O)CCCCC2)cc1
 : -2	-6	-0.1	-4	-6	-0.4	107	1	11	104
37. Cc1nnc(C)c2c(C)n(C(c3ccccc3)c3ccccc3)c(C)c12
 : 6	-11	0.4	2	1	-0.5	107	0.77	-1	99
38. CC(C)C(NC(=O)c1ccco1)C(=O)OCC(=O)Nc1ccc(C(N)=O)cc1 (configuration not stated)
 : 11	16	-2.0	-3	0	-0.3	92	1.1	-17	99
39. COc1ccccc1-n1c(-c2cc(-c3ccc(F)cc3)n[nH]2)n[nH]c1=S
 : 0	1	-0.1	-6	6	0.6	101	1.1	-16	93
40. CCOC(=O)c1c(C)nc2sc3c(=O)n(-c4ccc(C(C)=O)cc4)nnc3c2c1-c1ccc(OC)cc1
 : -8	18	-8.8	-2	23	0.3	87	0.55	18	80
41. CCOC(=O)CSc1nnc(C)n1N
 : -10	7	0.9	1	0	-0.5	97	1.1	3	100
42. Cc1cc(C)c(C)c(C(=O)C2OC(=O)C(C)(C)C(=O)C2(C)C)c1C (configuration not stated)
 : -6	6	-0.4	-1	-2	-0.3	96	1.4	0	101
43. COc1ccc(OCC(=O)OCC(=O)Nc2ccc(S(=O)(=O)N3CCCCC3)cc2)cc1
 : 2	-4	-0.6	-1	5	-0.3	110	0.81	-15	95
44. CCOc1ccc(Nc2ncnc(N)n2)cc1
 : -5	1	-1.4	-1	-8	-0.3	102	1.3	19	107
45. O=C(Nc1ccccc1C(=O)OCc1nnc(-c2ccccc2)o1)c1ccco1
 : -1	2	0.6	3	0	-0.2	103	1.2	7	100
46. CCOc1cc(C#N)c(NC(=O)c2cccnc2)cc1OCC
 : 2	6	-0.6	2	4	-0.2	97	1.9	-89	96
47. C/C(=N\NC(=O)c1cc2c(s1)CCC(C)C2)c1ccncc1 (configuration not stated)
 : -7	1	-0.3	-9	-16	-0.1	99	1.4	26	114
48. CCOC(=O)Cn1c(=O)oc2cc(S(=O)(=O)Nc3cc(OCC)ccc3OCC)ccc21
 : -1	-2	2.1	0	10	0.0	104	0.89	19	91
49. Cc1cc(OCC(=O)O/N=C(\N)c2ccccc2)ccc1Br
 : 3	3	-0.2	-3	-12	0.0	101	1.6	10	111
50. Cc1ccc(S(=O)(=O)N(CC(=O)O)Cc2ccccc2F)cc1
 : 12	5	0.8	-3	1	0.1	99	1.1	0	99
51. COc1ccccc1/C=C1\SC(=S)N(CCC(=O)NC2=NCCS2)C1=O
 : -4	12	-0.1	-7	11	0.3	90	0.91	1	90
52. O=S(=O)(NCC1CCCO1)c1cccc2nsnc12 (configuration not stated)
 : -1	13	-0.4	1	8	-0.5	91	1	20	93
53. CC(C)NC(=S)N/N=C1\CCCc2ccccc21
 : -7	1	0.5	3	-8	-0.2	106	0.84	8	106
54. CCOc1cc([C@H]2[C@@H]3CCCC[C@]3(O)CCN2CC(=O)NCc2ccco2)ccc1O
 : -6	1	-0.1	-2	-6	0.2	103	1.2	2	105
55. CCCCn1c(NC(=O)C2CCCCC2)nc2ccccc21
 : 8	7	0.2	-4	7	-0.3	99	0.58	10	93
56. COc1cccc(N2CCN(C3CCCC(C)C3)CC2)c1 (configuration not stated)
 : 9	7	0.1	-3	-4	-0.1	96	1.2	1	104
57. CC(C)Cc1ccc(C(C)C(=O)Nc2nccs2)cc1 (configuration not stated)
 : 7	0	0.3	0	5	-0.3	97	1.1	4	95
58. Cc1ccc(S(=O)(=O)Nc2ccccn2)cc1[N+](=O)[O-]
 : -3	4	-2.2	-3	-2	0.1	99	1.3	16	101
59. COc1ccc(Cl)cc1NC(=O)C1(c2cccs2)CCOCC1
 : 15	5	0.0	-1	0	0.0	100	0.94	12	98
